hERG WT inh: inhibitors of human wildtype KCNH2 potassium channel; Q12809; U2OS, BacMam KCNH2, thallium flux FluxOr; hits give low values; activity change, % at 1.84 µM; hit rate 0.37% among 340,000; AID 720551;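 active = maximum activity change below -70%; inconclusive = maximum activity change between -70% and -50%; inactive = maximum activity change above -50%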
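U2OS cells transduced with wild-type KCNH2 virus are loaded with FluxOr dye for 45 min, and thallium flux is measured in kinetic reads before and after stimulation buffer. Rate constants are normalized to DMSO controls.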
uPA surface inh: blocks generation of uPA at the cell surface | cell surface uPA generation assay, qHTS | Potency, µM (series often up to 38.3 µM), for the others: at the highest dose activity change, negative = inhibition, most hits filed as inhibitors | hit rate 0.31% among 330,000 | AID 540303; active = well fitted inhibition curve with a large enough effect; inconclusive = small, poorly fitted or top-dose-only effect; inactive = no such curve, though single readings can be large or run the other way; tested in mouse RAW 264.7 cells; also: potency is read from the fitted curve at half-maximal effect; nearly all actives have a fitted effect of over 55% in size
Eya2 inh: inhibitors of human Eya2 phosphatase activity. Potency, µM (series often up to 76.9 µM), inactives show at the top dose activity, negative = inhibition, actives largely listed as inhibitors. hit rate 0.006% among 330,000. recombinant Eya2, OMFP fluorescence dephosphorylation (OMFP is methylfluorescein phosphate). AID 488837; also: potency is read from the fitted curve at half-maximal effect
Target sequence (O00167 whole entry, looked up): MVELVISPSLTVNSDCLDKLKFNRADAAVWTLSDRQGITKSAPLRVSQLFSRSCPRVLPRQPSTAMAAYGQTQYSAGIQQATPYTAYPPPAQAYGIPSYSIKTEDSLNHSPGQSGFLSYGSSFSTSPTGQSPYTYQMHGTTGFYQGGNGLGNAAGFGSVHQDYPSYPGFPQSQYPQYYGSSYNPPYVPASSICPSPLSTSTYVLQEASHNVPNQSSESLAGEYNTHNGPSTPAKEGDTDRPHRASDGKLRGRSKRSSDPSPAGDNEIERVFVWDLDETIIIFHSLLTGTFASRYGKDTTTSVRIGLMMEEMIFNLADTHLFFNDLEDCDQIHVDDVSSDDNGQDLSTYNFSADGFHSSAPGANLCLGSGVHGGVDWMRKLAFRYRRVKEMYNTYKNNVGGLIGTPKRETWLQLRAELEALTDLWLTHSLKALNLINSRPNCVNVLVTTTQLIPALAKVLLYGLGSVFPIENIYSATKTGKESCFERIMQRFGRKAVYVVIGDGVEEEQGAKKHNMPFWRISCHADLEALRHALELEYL
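Eya2 (0.2 uM) preincubated 10 min at ambient with compound, then OMFP substrate added at 50 uM; 10 min reaction in 50 mM HEPES pH 7.5, 50 mM NaCl, 5 uM MgCl2, 0.05% BSA, 1 mM DTT. Fluorescence read at Ex 485/Em 525 nm.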
FBPA coupling cs: counter-screen for Giardia aldolase inhibitors: coupling enzyme system; coupling enzyme system counterscreen, AmpLite Red fluorescence; AID 2472; activity change, negative = inhibition, % at 58.2 µM, hits read low; hit rate 0.67% among 290,000; in the data active = activity change below about -30%
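Final compound at 57.5 uM, incubated 10 min at RT with coupling enzyme reagent (glyceraldehyde-3-phosphate), then 20 min with substrate and AmpLite Red detection. Fluorescence read at 525/598 nm; tests interference with the coupling assay, not aldolase inhibition.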
GALK inh: inhibitors of human galactokinase | Potency, µM (series often up to 57.5 µM), for inactives: at the highest dose activity change, negative = inhibition, most hits filed as inhibitors | Purified GALK, Kinase-Glo residual ATP luminescence | hit rate 0.007% among 270,000 | AID 1868 | P51570; also: potency is read from the fitted curve at half-maximal effect
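GALK at 5 nM final was combined with compound, 35 uM ATP and 100 uM galactose in HEPES pH8.0 with MgCl2 and DTT. The reaction ran one hour at room temperature before luminescent ATP detection.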
B2AR arrestin: beta2AR (human) beta-arrestin recruitment activity; Potency, µM (titrated, usually from 46.1 µM), for inactives: at the highest dose activation, hits mostly activators; beta-arrestin recruitment to beta2AR, cell-based reporter; P07550; hit rate 0.02% among 330,000;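 also: potency is read from the fitted curve at half-maximal effect; 0% = DMSO controls and full agonism = EC100 isoproterenol or metaproterenol; nearly all actives have a fitted effect of over 65% in size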
Giardia kill: Giardia lamblia killing; AID 540267; Giardia lamblia trophozoite viability; activity change, % at 7.66 µM, hits read low; hit rate 0.15% among 340,000; in the data active = activity change below about -80%; inconclusive = between about -30% and that limit;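 also: parasites exposed to compound for two days anaerobically before the ATP read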
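Killing of trophozoites was scored by loss of ATP luminescence after a 48 hrs anaerobic exposure to compounds at 37 deg C, using 100 cells per well.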
PKM2 activator: increases activity of human pyruvate kinase M2 | purified PKM2, Kinase-Glo ATP luminescence, activation; response scale: 0% is enzyme alone, no compound | P14618 | hit rate 0.34% among 260,000 | AID 1631 | Potency, µM (doses to about 57.5 µM), inactives show at the highest dose activation, most hits filed as activators; also: potency is read from the fitted curve at half-maximal effect; nearly all actives have a fitted effect of over 55% in size
Target sequence (P14618 whole entry, looked up): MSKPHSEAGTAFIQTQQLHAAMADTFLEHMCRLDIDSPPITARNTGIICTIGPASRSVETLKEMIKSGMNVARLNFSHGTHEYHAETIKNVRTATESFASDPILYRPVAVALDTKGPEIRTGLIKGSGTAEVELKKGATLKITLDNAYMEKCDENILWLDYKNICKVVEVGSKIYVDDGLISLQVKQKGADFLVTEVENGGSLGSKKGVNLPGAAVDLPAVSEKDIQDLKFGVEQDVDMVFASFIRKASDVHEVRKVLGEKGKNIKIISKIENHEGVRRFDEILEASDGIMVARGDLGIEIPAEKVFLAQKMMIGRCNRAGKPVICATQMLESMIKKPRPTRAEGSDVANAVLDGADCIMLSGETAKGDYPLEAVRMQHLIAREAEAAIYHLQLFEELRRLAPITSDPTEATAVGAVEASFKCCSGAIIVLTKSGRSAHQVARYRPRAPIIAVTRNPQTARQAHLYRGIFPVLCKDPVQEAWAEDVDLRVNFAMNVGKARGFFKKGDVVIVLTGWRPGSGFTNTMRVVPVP
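Kinase-Glo luminescence reports ATP generated from ADP (0.1 mM) and PEP (0.5 mM) by purified hPK-M2 after 1 h at room temperature, pH 7.2 imidazole buffer; intermediate enzyme activity allows detecting inhibitors and activators.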
USP2a inh: USP2a (human) protease inhibition | O75604 | Potency, µM (titrated, usually from 38.3 µM), for the others: at the highest dose activity change, negative = inhibition, usual class: inhibitors | hit rate 0.01% among 330,000 | AID 463254 | USP2 core, Ub-CHOP2 coupled fluorogenic reporter, 485/531;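 also: potency is read from the fitted curve at half-maximal effect; plate controls were DMSO wells for no effect and full inhibition by NEM control for full effect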
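Deubiquitinase activity read as fluorescence (485/531 nm) after Ub-CHOP2 cleavage activates the enterokinase reporter on its substrate; USP2 core 10nM, Ub-CHOP2 and substrate 25nM each, 30min compound preincubation then 60min RT; data normalized to NEM, curves fitted.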
KCNH2 3.1 block: blocks the human KCNH2 3.1 channel isoform; U2OS KCNH2 3.1, thallium flux FluxOr; hits give low values; hit rate 0.95% among 340,000; activity change, % (tested at about 1.8 µM);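 active = maximum activity change below -70%; inconclusive = maximum activity change from -70% to -50%; inactive = maximum activity change above -50%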;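 also: thallium influx rate constant from kinetic fluorescence after stimulation buffer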
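Normalized rate constant (relative to positive and negative DMSO controls) derived from a 2 min kinetic fluorescence read after stimulation; U2OS cells expressing the 3.1 isoform via virus at 1.77 x 10^8 /mL.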
Chronic BCR inh: chronic active BCR signaling inhibition; Potency, µM (top dose mostly 46.1 µM), without a hit: top-dose ratio change, negative = lower green/red ratio, hits mostly inhibitors; ABC-DLBCL IkBa-CBG/CBR reporter, luminescence ratio, 4 h; hit rate 0.05% among 340,000; active = well fitted inhibition curve with a large enough effect in the signal ratio, with a control signal flat, not every such curve was filed as active; inconclusive = small, poorly fitted or top-dose-only effect, or effect the other way, or a change in a side signal; the % refers to the signal ratio;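 also: potency is read from the fitted curve at half-maximal effect; plate controls were basal doxycycline-induced cells for no effect and cells given 10 µM MG132 for full effect; MG132 reads +100%, hits lower the ratio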
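Concentration-response series (up to 46 uM) were applied to TMD8 dual-reporter cells for 4 h at 37C with doxycycline. Green/red ratio, after filter-overlap correction, defined %Activity; red signal alone was normalised to basal cells and zero luminescence.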
The depositor's hits bear a star; ? = inconclusive; / = not tested or not shown; & = joins results of further samples; [ ] = another dose, or the depositor's remark. Unless noted, calls follow the shape of the dose curve; as a rule, active = well fitted curve in the direction sought with a large enough effect; inconclusive = small, poorly fitted or top-dose-only effect, or another doubt; inactive = no such curve, though single readings can be large; an effect the other way counts as inactive or inconclusive. Unless noted, % is scaled to controls: 0 for no effect and ±100 for the full control effect.

SMILES | hERG WT inh | uPA surface inh | Eya2 inh | FBPA coupling cs | GALK inh | B2AR arrestin | Giardia kill | PKM2 activator | USP2a inh | KCNH2 3.1 block | Chronic BCR inh
Cc1cc(C)nc(SCC(=O)NCC2COc3ccccc3O2)n1 (configuration not stated) | -3 | 2% | 9% | / | / | 0.0% | -4 | / | 2% | -8 | -1%
CN(C(=O)c1ccc(NC(=O)Cc2cccc(NC(=O)C3CCCN(C(=O)C4CCCCC4)C3)c2)cc1)C1CCCC1 (configuration not stated) | -2 | 7% | 1% | / | / | 0.5% | 1 | / | 1% | -5 | 7%
Cc1ccc(CN2CC(C(=O)N3CCN(S(=O)(=O)c4cccc(F)c4)CC3)CC2=O)cc1 (configuration not stated) | 4 | -1% | 1% | / | / | -0.2% | -3 | / | 0% | 5 | 3%
CN(CC(=O)NCc1ccco1)S(=O)(=O)c1cccc2cccnc12 | 5 | -3% | 30% | -1 | 2% | -0.2% | 3 | 19% | 4% | 8 | 2%
O=C(NCc1ccc(F)cc1)c1ccc(Br)o1 | 11 | 4% | -4% | 1 | -1% | -1.1% | -1 | -1% | 4% | -1 | -6%
CCN(CC)C(=O)Cn1cc(C(=O)C2CC2)c2ccccc21 | -1 | 0% | -4% | 1 | -3% | -0.4% | 1 | 0% | -1% | 6 | -2%
O=C(Nc1cccc(Cl)c1)N(CCCN1CCOCC1)Cc1ccccc1F | 0 | / | -35% | 3 | 0% | -0.5% | 3 | 1% | -4% | 0 | 11%
Cc1ccc(S(=O)(=O)/N=C(/c2ccc(F)cc2)N2CCOCC2)cc1 | -3 | -2% | 0% | 1 | -3% | -0.4% | -6 | 4% | 0% | -4 | ?
CCOc1ccc(S(=O)(=O)N2Cc3ccccc3CC2C(=O)O)cc1 (configuration not stated) | 6 | -3% | -5% | 8 | 1% | 0.8% | -1 | 2% | 12% | -15 | 6%
Cc1ccc(C)c(N(C)S(=O)(=O)c2cccc3nsnc23)c1 | 1 | 3% | -24% | -4 | -1% | 0.2% | -9 | -1% | 1% | -4 | 0%
CC1(C)Cc2nc(Cl)c(C(N)=O)cc2CO1 | -5 | -2% | -20% | 2 | -1% | -1.0% | 14 | -2% | -1% | 8 | 0%
CC1CCN(C(=O)Cn2c(=O)n(Cc3ccco3)c(=O)c3sccc32)CC1 | -1 | -1% | -3% | 1 | 2% | 0.2% | -23 | -1% | 2% | 6 | 11%
O=C(CSc1nnnn1-c1ccc(C(=O)O)cc1)NC1CC1 | -6 | 9% | -11% | / | -3% | -1.3% | 7 | -11% | -1% | -12 | 2%
C=CCOc1ccccc1CN1CCC(Cc2ccccc2)CC1 | 39 | 3% | 1% | 1 | 3% | -0.3% | -6 | -3% | 3% | -87* | 11%
O=c1[nH]c(CN2CCN(c3ccccc3O)CC2)nc2ccccc12 | -1 | 5% | -7% | -2 | -4% | 0.3% | 21 | 5% | 3% | -14 | 3%
CCN1C(=NCCc2ccccn2)N[C@@H](c2cccc(F)c2)C(C(=O)OC)=C1C | 9 | -7% | 10%&1% | -1&4 | / | -1.0%&8.9% | 7 | 15%&1% | 1%&1% | -9 | -8%&-1%
O=C(CSCc1ccco1)N1CCc2ccccc21 | 6 | -4% | 1% | 0 | -3% | 0.1% | 18 | 10% | 1% | 25 | ?
COc1ccc(OC)c(-c2csc(NC(=O)Cc3ccccc3)n2)c1 | -7 | 0% | 6% | -3 | 0% | 4.5% | -1 | / | 5% | -10 | ?
Cc1ccc(Nc2nc(Nc3ccc(C)cc3)nc(SC3=NCCS3)n2)cc1 | 9 | -30% | 20% | -3 | 1% | -0.2% | 14 | -6% | 5% | 6 | 10%
Cc1ccc(C)c(S(=O)(=O)NCCC(=O)N2CCCC(C(N)=O)C2)c1 (configuration not stated) | -8 | 15% | -11% | / | / | 0.4% | 28 | / | 3% | -11 | 3%
O=C(c1cc2ccccc2oc1=O)N(Cc1ccccc1)C1CCS(=O)(=O)C1 (configuration not stated) | -10 | -3% | -7% | 2 | -2% | -0.1% | 15 | 3% | 3% | 2 | 0%
CC(C)=NOc1nc(N(C)C)nc(N2CCOCC2)n1 | 3 | 1% | -1% | 2 | 1% | -0.1% | -4 | 7% | 6% | 2 | ?
Cc1nn(CCC(=O)NNC(=S)Nc2ccccc2)c(C)c1Br | -5 | 2% | -4% | -1 | 2% | 0.1% | -27 | -9% | 8% | 9 | ?
CC(C)CNC(=O)[C@H](Cc1ccccc1)NC(=O)c1cccs1 | -2 | -5% | 18% | -4 | -1% | -0.2% | -6 | / | 2% | 0 | 0%
CCOC(=O)NCc1ccccc1 | -3 | 6% | 2% | 0 | / | -1.1% | -10 | -14% | 1% | 5 | -1%
SMILES | hERG WT inh | uPA surface inh | Eya2 inh | FBPA coupling cs | GALK inh | B2AR arrestin | Giardia kill | PKM2 activator | USP2a inh | KCNH2 3.1 block | Chronic BCR inh
O=C(C1CCN(S(=O)(=O)c2c(Cl)cccc2Cl)CC1)N1CCCC1 | -11 | -3% | 9% | / | / | -1.5% | -19 | / | 1% | 9 | -1%
CN(c1ccccc1)S(=O)(=O)c1ccc(C(=O)OCC(=O)NCc2cccs2)cc1 | -3 | ? | -25% | 4 | -3% | -0.3% | -11 | 2% | -5% | 16 | -1%
O=C(/C=C/c1cccc([N+](=O)[O-])c1)Nc1ccc(NC(=O)c2cccs2)cc1 | 6 | 1% | 1% | -3 | 0% | -0.2% | 56[activator] | -10% | 1% | -36 | ?
COc1ccccc1C(=O)NC(=O)COC(=O)C1(C)CC1(Cl)Cl (configuration not stated) | 23 | -1% | 7% | / | / | 0.2% | -7 | / | -1% | -8 | ?
Cc1ccnn1C(C)C(=O)O (configuration not stated) | -4 | 2% | 10% | 1 | 1% | 0.3% | 13 | / | 0% | 1 | 1%
COc1ccc(OCC(=O)Nc2cccc3cccnc23)cc1 | 3 | 1% | 19% | -1 | 2% | 0.1% | 13 | 4% | 0% | 1 | -2%
O=C(CCc1nnc2ccc(NCc3ccco3)nn12)Nc1ccccn1 | 43 | 6% | 1% | / | 4% | 0.2% | 33[activator] | / | 0% | 0 | 0%
COc1cc(NC(=O)CN2CCCCCC2)cc(OC)c1 | -2 | / | -9% | -2 | 16% | -0.4% | 14 | 0% | -1% | -10 | -2%
Cc1cc(C)c(C)c(OCC(O)CN2CCN(c3ccccn3)CC2)c1 (configuration not stated) | 0 | -5% | -2% | -2 | 8% | -0.3% | 1 | 8%[0.46 µM] | 3% | -12 | -3%
CC1CN(S(=O)(=O)c2cccc(C(=O)Nc3ccccc3N3CCCC3)c2)CC(C)O1 (configuration not stated) | 3 | -6% | 20% | / | / | 0.1% | 25 | / | 2% | -1 | 15%
COc1cc(C)ccc1OCc1cc(C(=O)N(C)CCCN2CCOCC2)no1 | -8 | -6% | -20% | -3 | 4% | 0.3% | 4 | / | -1% | 7 | 5%
O=C(CC1SC(N2CCCC2)=NC1=O)Nc1ccc(C(=O)NCCc2ccc(F)cc2)cc1 (configuration not stated) | 8 | 4% | 12% | / | / | -0.5% | 1 | / | 0% | 6 | -5%
Cc1cc(S(=O)(=O)N2CCCC2C(=O)N2CCOCC2)c(C)cc1Cl (configuration not stated) | 3 | 1% | 29% | 4 | 0% | -0.5% | -1 | -1% | 4% | 5 | 1%
CN(CCc1ccccc1)C(=O)c1cc(COc2cccc(C(F)(F)F)c2)on1 | -5 | -9% | -17% | -4 | / | -0.4% | -12 | 0% | -11% | 1 | ?
CC(=O)C1=C(C)NC(C)=C(C(C)=O)C1c1cn(-c2ccccc2)nc1-c1cccs1 | -1 | -2% | 0% | -1 | 0% | -0.6% | 2 | 3% | 0% | -14 | -5%
COc1ccccc1-n1c(SCC(=O)N2CCc3ccccc32)nc2c(c1=O)SCC2 | -23 | 0% | -11% | -5 | 1% | 3.3% | 10 | -8% | -4% | -4 | -2%
O=C(CNS(=O)(=O)c1ccccc1)NCC(=O)OCc1ccc(Br)cc1 | / | 9% | -6% | 0 | 2% | -0.2% | -14 | -7% | 0% | -6 | 2%
Cc1cc(C)nc(N(C#N)Cc2cccc3ccccc23)n1 | -10 | -1% | -28% | 1 | -3% | 3.6% | 4 | -1% | -1% | -11 | ?
Cc1ccccc1Nc1nnc(C)c(=O)[nH]1 | 9 | 2% | 22% | -2 | 0% | -0.2% | -19 | -5% | 6% | 0 | 1%
O=C(/C=C(\O)c1ccccc1)C(=O)NNC(=O)c1ccccc1[N+](=O)[O-] | 3 | -5% | 10% | 3 | -3% | -1.7% | -3 | / | 1% | 29 | ?
O=C(CCCn1c(SCC(=O)NCCc2ccccc2)nc2ccccc2c1=O)NCC1CCCO1 (configuration not stated) | -20 | -2% | -15% | 1 | -1% | 0.0% | 8 | 1% | 0% | 8 | 1%

Bioassay records: PubChem, National Center for Advancing Translational Sciences (NCATS)

Hits appear at their usual frequency, and some 2.4% of all compounds hit somewhere here.
